ABCB6 inh 2: inhibitors of human ABC transporter ABCB6. Q9NP58. K562-ABCB6 porphyrin accumulation, flow cytometry, 1 h; hits give low values. fluorescence ratio to DMSO, % at 10 µM. actives 0.19% (n = 360,000). AID 602162;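 active = fluorescence ratio to DMSO below 75%, the collection mean minus 3 SD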;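 note: signal is porphyrin accumulated inside mitochondria; 100% equals median channel fluorescence of DMSO control wells; lower ratio means ABCB6 inhibition with less porphyrin fluorescence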
Target sequence (Q9NP58 whole entry, looked up): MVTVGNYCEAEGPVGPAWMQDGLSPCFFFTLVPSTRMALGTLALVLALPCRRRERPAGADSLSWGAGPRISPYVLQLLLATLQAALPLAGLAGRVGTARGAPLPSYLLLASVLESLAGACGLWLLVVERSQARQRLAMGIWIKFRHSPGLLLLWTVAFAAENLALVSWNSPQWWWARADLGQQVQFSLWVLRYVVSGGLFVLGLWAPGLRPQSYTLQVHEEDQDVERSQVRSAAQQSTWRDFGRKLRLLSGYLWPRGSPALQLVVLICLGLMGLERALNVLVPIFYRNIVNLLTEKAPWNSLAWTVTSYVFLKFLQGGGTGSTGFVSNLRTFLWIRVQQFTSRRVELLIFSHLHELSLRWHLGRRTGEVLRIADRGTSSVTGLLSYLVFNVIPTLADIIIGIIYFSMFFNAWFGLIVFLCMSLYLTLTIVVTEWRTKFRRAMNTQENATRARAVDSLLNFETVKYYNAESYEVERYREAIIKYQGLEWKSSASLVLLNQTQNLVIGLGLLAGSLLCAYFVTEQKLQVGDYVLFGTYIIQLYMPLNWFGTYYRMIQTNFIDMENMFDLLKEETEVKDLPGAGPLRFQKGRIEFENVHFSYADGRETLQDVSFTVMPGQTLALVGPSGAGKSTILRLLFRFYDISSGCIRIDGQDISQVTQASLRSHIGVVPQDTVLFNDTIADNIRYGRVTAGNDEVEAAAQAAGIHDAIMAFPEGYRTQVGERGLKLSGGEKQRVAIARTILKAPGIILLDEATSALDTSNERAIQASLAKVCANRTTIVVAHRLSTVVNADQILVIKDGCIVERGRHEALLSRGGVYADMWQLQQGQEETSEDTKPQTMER
H9c2 protect: protects H9c2 cardiomyocytes from peroxide injury. H2O2 injury protection, ATPLite, 2 h. protection from H2O2 cell death, % at 20 µM. actives 0.63% (n = 360,000);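 active = compounds giving at least 50% protection of heart cells from peroxide-induced death in the single-dose screen, raw or plate-pattern-corrected value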;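 note: 0% = DMSO wells with peroxide and 100% = DMSO wells without peroxide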
N-glyco inh: N-linked glycosylation inhibition. D54 ERlucT glycosylation luciferase reporter, 24 h; percent of 100 nM tunicamycin response. reporter increase, % at 12.5 µM. actives 0.23% (n = 360,000);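 active = mean luciferase reporter signal, scaled so untreated is 0 and the glycosylation-blocking control 100, at or above a set limit in every replicate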;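 note: luciferase carries N-glycosylation sites so blocking glycosylation raises the light; 0% = median of neutral control wells and 100% = median of 100 nM tunicamycin wells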
Granule exo inh: lytic granule exocytosis inhibition; inhibition, % at 10 µM; TALL-104 LAMP-1 surface exposure, flow cytometry; cells stimulated with thapsigargin and PMA; actives 0.66% (n = 360,000);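 active = inhibition above about 55%, limit read from the data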
m5-HT2A agonist: activates the mouse 5-HT2A serotonin receptor | actives 0.66% (n = 360,000) | CHO-K1 mHTR2A beta-arrestin complementation, luminescence; percent of 30 µM serotonin response | activation, % at 7.6 µM;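 active = activation above a run cutoff, the mean activation of all tested compounds plus 3 SD, cut at about 14% in these data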;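 note: 0% = plate median of compound wells and 100% = 30 µM serotonin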
PDI turbidity: blocks human protein disulfide isomerase activity; PDI insulin aggregation turbidity, A650, 90 min; inhibition, % at 10 µM; P07237; actives 0.052% (n = 350,000);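 active = mean inhibition across replicates of 30% or more, whatever share of single replicates reach that level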;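 note: absorbance from insulin aggregation driven by PDI reduction with DTT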
Vif imaging: blocks HIV Vif function; HEK293T cells, Vif self-association by quenched fluorescence, imaging, 24 h; inhibition, % at 7.49 µM; actives 0.35% (n = 340,000); AID 602346; in the data active = inhibition above about 50%, passing the limit was not always enough; note: some results filed as inactive read as strong as hits
aDG glyco act: alpha-DG glycosylation activation; activation, % at 10 µM; AID 624168; actives 0.22% (n = 360,000); Pro5-aDG cells, alpha-DG glycosylation AlphaScreen (IIH6); 0% Pro5, 100% B10-LARGE cell signal;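 active = activation of at least 8% versus controls, or a plate z-score of at least 8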;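 note: Pro5 are CHO cells carrying HIG-tagged alpha-DG that lacks glycosylation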
CaV13 FRET inh: Primary screen for inhibitors of IQ motif and Ca2+-dependent inactivation inhibitor domain binding in CACNA1D, Förster resonance energy transfer in living cells, …; inhibition, % at 12.3 µM; actives 0.098% (n = 340,000); HEK cells, CFP/YFP FRET ICDI-IQ, plate reader, 10 min; percent FRET-ratio fall versus neutral wells;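 active = mean replicate inhibition of at least 30% and at least 1% of replicates passing that level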;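 note: 0% = median of the neutral control wells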
iPSC survival up: enhancers of human iPSC single-cell survival; hiPSC single-cell survival, ATPlite luminescence; 100% = ROCK inhibitor wells, 0% = DMSO; survival enhancement, % at 20 µM; AID 602274; actives 0.044% (n = 360,000); in the data active = survival enhancement above about 18%;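 note: cells exposed to compounds for 16 hours before the ATP read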
Starred values were filed as active, the others as inactive; nt = not tested or not shown.

cpd	SMILES	ABCB6 inh 2	H9c2 protect	N-glyco inh	Granule exo inh	m5-HT2A agonist	PDI turbidity	Vif imaging	aDG glyco act	CaV13 FRET inh	iPSC survival up
1	C=CCNc1nc(C(=O)OCC(=O)c2ccccc2)cs1	105	-1	2	-3	5	-20	4	2.0	nt	0.2
2	Cc1ccc(SCC2(O)CCN(C(=O)c3ccc(Cl)cc3)CC2)cc1	93	-4	-2	2	-7	3	-5	0.1	-5	1.6
3	Cn1c(COc2ccccc2)nnc1SCc1cc(=O)[nH]c2ccccc12	91	9	-1	-4	1	-13	5	0.0	nt	3.6
4	CCN(Cc1ccccc1)S(=O)(=O)c1ccc(OC)cc1	94	-16	-1	52	-4	-8	-10	0.1	-4	-0.4
5	C=CCNC(=S)Nc1nc2c(cc1C(=O)OCC)COC(C)(C)C2	100	6	0	1	1	-4	-3	0.4	-5	-0.2
6	O=C(Cn1c(SCC(=O)N2CCCc3ccccc32)nc2ccccc21)N1CCCC1	99	-2	-1	-3	-2	-3	-6	-0.1	-5	0.2
7	O=C(NCc1ccccc1)Nc1cccn(Cc2ccccc2Cl)c1=O	95	-10	-4	23	-8	8	-12	2.0	-5	-1.5
8	O=C(Oc1cccc2c(O)cccc12)c1ccccc1	101	-22	-2	-8	-2	-4	25	0.1	-5	-0.5
9	OCC1(CCOc2ccccc2)CCN(CCCn2cccn2)CC1	97	2	0	1	-2	1	0	-0.1	-4	1.1
10	CN(CCc1cnn(C)c1)Cc1nc(Cc2ccccc2)no1	86	-1	0	-1	0	11	5	1.1	-6	-0.4
11	COc1ccc(S(=O)(=O)Nc2cccc3c2O[C@H](CN(C)C)[C@@H](C)CN([C@H](C)CO)C3=O)cc1	97	8	3	-14	-2	-17	13	0.0	-11	0.2
12	Cc1cn([C@H]2C[C@H](O)[C@@H](/C=C/C(=O)NCCC(c3ccccc3)c3ccccc3)O2)c(=O)[nH]c1=O	100	6	0	6	2	nt	-3	0.1	-3	0.9
13	CCN(CC(=O)Nc1c(F)cccc1F)C(=O)C1CCN(c2ncnc3sc(C)c(C)c23)CC1	94	24	-8	4	-7	4	-19	0.0	-13	-0.6
14	O=C(NC1CCCCC1)N1CCc2ccccc2C1	97	-10	-1	-4	2	-6	-11	0.0	11	0.0
15	COc1ccc(NC(=O)CN(C)C(=O)c2ccccc2CCc2ccccc2)cc1	97	0	0	-3	3	-2	-10	-0.2	-5	-0.4
16	COc1ccc(NC(=O)Nc2cccc(C)n2)c(OC)c1	95	-1	2	14	-2	-6	nt	0.3	-5	0.0
17	Cc1cc(=O)[nH]c(NCCO)n1	99	-2	2	-4	7	-3	-2	0.0	-5	0.0
18	Cc1cc(C)c(-c2c(O)c3cccnc3n(C)c2=O)c(C)c1	98	2	3	6	-3	3	-3	-0.1	-19	0.7
19	NNC(=S)Nc1ccc(S(=O)(=O)N2CCCCC2)cc1	95	3	-3	12	3	-1	9	-0.2	-16	0.1
20	O=C(CN1C(=O)CCC1=O)Nc1ccc(Cc2ccc(NC(=O)CN3C(=O)CCC3=O)cc2)cc1	156	6	1	-1	2	3	45	-0.1	6	-0.1
21	CC1CCCCC1NC(=O)/C(C#N)=C/c1ccc(F)c(F)c1 (centres undefined)	98	2	0	-2	3	-8	-1	-0.3	-4	-0.3
22	CCNC(=S)NNC(=O)c1c(Cl)c(C)nn1C	102	9	1	0	-1	-7	-1	-0.2	-6	-0.5
23	COc1cc(OC)cc(C(=O)N[C@H](C(=O)OCC(=O)Nc2ccc(F)c(F)c2F)C(C)C)c1	94	-11	2	0	1	0	15	0.1	-1	-0.8
24	Cc1cc(OCC(=O)Nc2ccc(CN3CCCCC3)cc2)ccc1Cl	98	-5	0	7	-4	5	-2	0.3	-4	0.6

The list goes on; the last 2 above are carried over.
cpd	SMILES	ABCB6 inh 2	H9c2 protect	N-glyco inh	Granule exo inh	m5-HT2A agonist	PDI turbidity	Vif imaging	aDG glyco act	CaV13 FRET inh	iPSC survival up
23	COc1cc(OC)cc(C(=O)N[C@H](C(=O)OCC(=O)Nc2ccc(F)c(F)c2F)C(C)C)c1	94	-11	2	0	1	0	15	0.1	-1	-0.8
24	Cc1cc(OCC(=O)Nc2ccc(CN3CCCCC3)cc2)ccc1Cl	98	-5	0	7	-4	5	-2	0.3	-4	0.6
25	Cc1ccc(C)c(OCc2ccc(C(=O)N3N=C(C(F)F)CC3(O)C(F)F)o2)c1 (centres undefined)	63*	-8	-2	-5	2	1	-2	0.0	-5	3.1
26	CC(C)/C=C1\CC/C(=C\c2ccc(N(C)C)cc2)C1=O	205	-8	-11	56*	0	-11	3	0.2	-19	-0.8
27	COc1ccc(NC(=O)CSc2nc3scc(C)c3c(=O)[nH]2)cc1	103	1	nt	1	-4	-3	nt	-0.2	-7	0.0
28	Cc1nc(-c2ccc(NC(=O)C3CC3)cc2)cs1	169	-7	-1	-6	-2	-2	-3	0.0	-4	-0.3
29	CC(C)c1nnc(NC(=O)CCC(=O)N2CCN(c3ccccc3F)CC2)s1	104	4	1	-4	3	9	-6	-0.3	-2	-0.5
30	CC(=O)N1CCN(C(=O)c2cc(S(=O)(=O)N(C)c3ccc(F)cc3)ccc2Cl)CC1	102	1	-2	-1	0	-5	-13	0.0	-4	0.1
31	Cc1ccc(C)c(N(CC(=O)NC2CCCCC2)C(=O)c2csnn2)c1	100	-3	1	-8	3	-5	7	0.0	-3	-0.4
32	CC(C)c1ccc(Nc2n[nH]c(=S)s2)cc1	96	-2	1	-6	-3	nt	2	0.0	-9	-1.5
33	CC(=O)Nc1ccc(NC(=O)c2ccc(N(C)S(=O)(=O)c3ccc(C)cc3)cc2)cc1	98	5	-3	0	-1	12	5	-0.3	-6	0.3
34	O=C(C1CC(=O)N(c2ccc3c(c2)OCCO3)C1)N1CCN(Cc2ccccc2)CC1 (centres undefined)	102	0	0	-2	-2	-7	-2	-0.1	-7	-0.4
35	O=C(NC(Cc1ccccc1)C(=O)O)/C(=C\c1ccco1)NC(=O)c1ccco1 (centres undefined)	104	4	0	-1	0	-1	-3	-0.4	-3	-0.9
36	CC(C)c1ccc(OCC(=O)NCc2n[nH]c(=O)c3ccccc23)cc1	96	31	-1	0	0	2	4	0.1	-7	1.3
37	CCCC1CCC(c2ccc(/C(N)=N/O)cc2)CC1 (centres undefined)	99	-20	-1	3	7	1	0	0.3	0	-0.1
38	CCC1(CC)Cc2ccccc2C(=O)N1	101	16	1	2	2	4	-3	-0.2	0	-0.5
39	O=C(CSc1cccc(C(F)(F)F)c1)Nc1cc(S(=O)(=O)N2CCCC2)ccc1Cl	98	3	0	-4	-5	-4	-2	-0.1	-8	0.0
40	N#CCSc1n[nH]c2nc3c(c(=O)n12)C1(CCCCC1)Cc1ccccc1-3	99	-5	0	15	1	-5	nt	-0.1	-6	-0.7
41	COc1cccc(CNC(=O)CC(NC(C)=O)c2ccccc2)c1 (centres undefined)	96	8	-2	0	2	2	5	-0.1	1	-0.7
42	COc1cc(NS(=O)(=O)c2ccc(OC)c(OC)c2)cc(OC)c1	99	-4	2	-4	5	4	-13	0.1	-5	-2.0
43	O=C(Cc1ccccc1)N[C@@H](Cc1ccccc1)C(=O)O	98	3	-1	26	-1	2	-4	0.0	-12	4.0
44	O=C(NC1CCS(=O)(=O)C1)c1cnccn1 (centres undefined)	100	21	3	0	5	6	nt	0.1	-2	2.5
45	CCN=C(Nc1ccc2c(c1)OCO2)SC1CC(=O)N(c2ccccc2F)C1=O (centres undefined)	103	8	-2	-2	11	1	5	-0.1	nt	2.9
46	Cc1ccccc1Cn1ccc(-c2ccc3c(c2)OCO3)n1	100	-8	-1	-3	0	-3	-2	0.2	-7	-1.3
47	O=C(c1cccc(NC2=NC3CS(=O)(=O)CC3S2)c1)N1CCN(c2cccc(Cl)c2)CC1 (centres undefined)	98	-7	0	6	0	nt	-2	0.0	-3	0.6
48	CC(C)n1c(SC2C(=O)CC(C)(C)CC2=O)nc2c1c(=O)n(C)c(=O)n2C	99	0	1	-4	11	3	6	-0.2	-5	-1.0
49	O=C(O)C1Cc2ccccc2CN1S(=O)(=O)c1ccc2ccccc2c1 (centres undefined)	91	5	-2	4	-1	10	-5	-0.1	-1	-0.3
50	O=C(Cc1cccc(NC(=O)C2CCN(C(=O)C3CCC3)CC2)c1)Nc1cccc(C(=O)N2CCCCC2)c1	94	6	0	-12	-4	-3	nt	0.0	-3	-1.0
51	Cc1ccccc1C(=O)Nc1c2c(nc3ccccc13)CCCC2	101	4	2	-2	0	-5	1	0.4	-6	-1.4
52	CCN(CC)CCCN1C(=O)C(=O)/C(=C(/O)c2c(C)nc3ccccn23)C1c1ccc(C)o1 (centres undefined)	96	4	1	7	-2	0	-2	0.0	-3	0.3
53	COc1ccc(CNC(=O)CC(C)S(=O)(=O)c2ccc3c(c2)NC(=O)CO3)cc1 (centres undefined)	92	-1	0	5	6	6	-5	-0.1	-3	-0.6
54	OC1COC(c2ccccc2)OC1C1OC(c2ccccc2)OCC1O (centres undefined)	92	2	-2	-8	8	nt	15	0.8	nt	-1.3
55	COc1ccc(N(C(=O)c2csnn2)C(C(=O)NC2CCCC2)c2cccs2)cc1 (centres undefined)	97	-8	-2	7	3	-3	-4	0.0	-3	2.1
56	CC(=O)c1ccc(NC2c3ncccc3C(=O)N2Cc2ccc(F)cc2)cc1 (centres undefined)	99	9	2	4	0	-2	3	-0.3	-10	-3.0
57	O=C(O)COc1cccc(NC(=O)C2CCCO2)c1 (centres undefined)	92	6	1	10	0	-1	17	-0.1	nt	4.4
58	CC(=O)C1=C(O)C(=O)N(Cc2ccccc2)C1c1cccc([N+](=O)[O-])c1 (centres undefined)	95	3	4	-11	0	0	-1	0.0	-4	0.4
59	O=C(NC(=S)NCc1ccccc1)c1ccc2c(c1)OCO2	103	-5	3	-3	-3	9	1	0.0	-5	-1.5
60	CCCCn1cnc2c1c(=O)n(CC(=O)c1cc(C)n(C)c1C)c(=O)n2CC(C)C	97	-5	1	-2	-2	-4	-12	-0.2	-5	-3.4
61	Cc1ccc(N2CN=C3SCC(=O)N3C2)cc1C	102	-2	0	3	0	-3	-16	0.4	-4	-2.3
62	Cc1cc(C)c(C)c(S(=O)(=O)N2CCN(CC(=O)Nc3ccc([N+](=O)[O-])cc3)CC2)c1C	96	1	2	0	3	1	2	-0.3	-14	5.8
63	CCOC(=O)N1CCC(N2Cc3cccc(C(=O)Nc4ccc(F)cc4)c3C2=O)CC1	98	19	-2	-1	1	8	-1	0.1	-5	-0.4
64	CCCCNC(=S)N(C)/N=C/c1c(C)[nH]c2ccccc12	106	-20	-1	1	-3	-24	-6	1.4	-2	0.2
65	CCc1nnc2cccc(Cl)n12	98	-5	-1	2	0	-13	1	0.0	2	0.5
66	CCS(=O)(=O)c1ncc(Cl)c(C(=O)Nc2ccccc2OC)n1	69*	-18	-13	24	12	0	23	-0.4	-5	18
67	NC(=O)c1ccccc1Br	99	0	4	-4	-2	-3	23	-0.1	-9	-2.3
68	CCN(CC)c1cccc(OC(=O)c2cccnc2Cl)c1	169	2	-2	-1	3	1	-1	-0.1	-3	-0.7
69	Cc1cc(NC(=O)CCN2CCCCC2)ccc1Br	93	2	2	18	-5	4	-3	0.5	-5	-0.1
70	O=C1c2ccccc2C(=O)N1CCSc1nnc(-c2ccco2)n1Cc1ccccc1	79	-2	2	1	4	9	-14	3.7	-3	-0.9

High-throughput results from PubChem BioAssay.
